PhoP GFP inhibition: PhoP regulon inhibitors, Salmonella typhi PhoP promoter GFP reporter, confirmatory (AID 1850). one-dose inhibition, % at 50 µM; IC50 in µM for titrated hits. actives 0.33% (n = 310,000). Salmonella Typhi PhoP-promoter GFP reporter, fluorescence, 4 h; higher % means a stronger effect; in the data active = a potency from the dose series; inconclusive = inhibition mostly from about 25% at the one dose, without a potency; inactive = the rest, 99 in 100 with inhibition below about 19%;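 note: 0% = induced wells with vehicle and 100% = uninduced wells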
H1N1 NS1A inhibition: H1N1 influenza NS1A inhibitors, functional cell based assay (AID 504329); one-dose inhibition, % at 12.5 µM; IC50 in µM for titrated hits; NS1A functional cell-based assay, percent inhibition; higher % means a stronger effect; actives 0.3% (n = 340,000); in the data active = a potency from the dose series; inconclusive = inhibition above about 27% without an active follow-up result; note: strong numbers were not always called active
inhibitors of VEEV: inhibitors of VEEV TC-83 cytopathic effect, confirmation, Vero cells (AID 588727); Vero cells, VEEV TC-83 cytopathic effect inhibition; higher % means a stronger effect; inhibition, % at 20 µM, or IC50 in µM where a hit was titrated; actives 0.13% (n = 350,000); in the data active = a potency from the dose series; inconclusive = inhibition mostly from about 14% at the one dose, without a potency; inactive = the rest, 99 in 100 with inhibition below about 12%; note: strong numbers were not always called active
H37Rv inhibition: M. tuberculosis growth inhibition, HTS (AID 449762); M. tuberculosis H37Rv growth inhibition, 7H9 media; higher % means a stronger effect; actives 0.59% (n = 330,000); one-dose inhibition, % at 25 µM; IC50 in µM for titrated hits; in the data active = a potency from the dose series; inconclusive = inhibition above about 70% without an active follow-up result;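 note: bacterial growth assessed after seven days of incubation; strong numbers were not always called active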
tuberculosis growth: growth inhibition of non-replicating M. tuberculosis (AID 488890); Mycobacterium tuberculosis non-replicating, growth inhibition; higher % means a stronger effect; inhibition, % at 25 µM, or IC50 in µM where a hit was titrated; actives 0.39% (n = 320,000); in the data active = a potency from the dose series; inconclusive = inhibition mostly from about 82% at the one dose, without a potency; inactive = the rest, 99 in 100 with inhibition below about 76%;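 note: plate controls were DMSO cells for no effect and high antibiotic wells for full effect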
inhibitors of VEEV 10K pilot screen: also measured in inhibitors of VEEV; calls as there; inhibition, %; measured here: 10K pilot screen inhibition
* hit, by the source's call; i = inactive; ? = inconclusive; . = no result given; & = joins results of further samples.

SMILES | PhoP GFP inhibition | H1N1 NS1A inhibition | inhibitors of VEEV | H37Rv inhibition | tuberculosis growth | others
CCOC(=O)c1cc2c(c(CCO)n1)[C@H](CCO)N(S(=O)(=O)C(C)(C)C)C2 | . | -5% | 0.2% | . | .
CC(=O)Nc1ccc(OCC(=O)NCc2ccccc2)cc1 | -4% | -6% | 0.4% | -1% | -10%
O=C(c1ccc(=O)[nH]c1)N(Cc1ccco1)C1(C(=O)NC2CCCCC2)CCCCC1 | 12% | -2% | i | 3% | 13%
CCOc1ccc(N(CC(=O)NC(C)(C)C)C(=O)CCC(=O)Nc2nccs2)cc1 | -1% | -3% | 6.4% | 1% | 8%
Cc1nnc(NC(=O)c2cccc(S(=O)(=O)N3CCCC3)c2)s1 | -8% | -7% | 8.4% | -1% | 3%
CC1CCCC(C)N1C(=O)COC(=O)C12CC3CC(CC(Cl)(C3)C1)C2 (stereo not drawn) | . | -10% | 0.9% | -4% | -9%
CCC(=O)Nc1ccccc1C(=O)C(=O)Nc1ccccc1 | 11% | -11% | i | -12% | -6%
CC(Nc1cc(N2CCN(S(C)(=O)=O)CC2)ccc1[N+](=O)[O-])c1ccccc1 (stereo not drawn) | 0% | 4% | 8.9% | 1% | -4%
COc1ccc(C)cc1NC(=O)CSc1nnc(-c2ccco2)n1Cc1ccco1 | -3% | 9% | 4.3% | -4% | 25%
COC(=O)c1ccccc1NC(=O)c1cc(-c2ccco2)on1 | 1% | -1% | 0.8% | 0% | -11%
CC(C)(C)C(=O)C1=C(O)C(=O)N(Cc2ccccc2)C1c1ccccc1Cl (stereo not drawn) | 1% | -8% | 2.0% | -5% | 44%
Cn1cc(CN2CCCC(CO)C2)c(-c2ccc(Oc3ccccc3)cc2)n1 (stereo not drawn) | -6% | 8% | 0.4% | -4% | 6%
Cn1c(SCC(=O)Nc2nccs2)nnc1-c1ccccn1 | -8% | -9% | 2.9% | -3% | 33%
Cc1cnc(C(=O)OCC(=O)c2ccc(C)s2)cn1 | . | -2% | i | 1% | 14%
CCC(C(=O)N1CCN(C(=O)c2ccco2)CC1)c1ccccc1 (stereo not drawn) | -6% | -6% | 2.0% | -4% | 21%
O=C1NC2=C(C(=O)CCC2)C(c2ccc([N+](=O)[O-])cc2)N1 (stereo not drawn) | 15% | 3% | i | 4% | -5%
C[C@H]1CCC[C@]2(CC(=O)c3cc(F)ccc3O2)C1 | 1% | -6% | 0.9% | -11% | -4%
N#CC1=C(N)OC2=C(C(=O)CC(c3ccccc3)C2)C1c1ccoc1 (stereo not drawn) | -7% | 2% | i | 4% | 65%
Cc1cc(C)n(C(=O)CCCCCCCC(=O)n2nc(C)cc2C)n1 | -4% | -19% | i | -4% | 5%
Cc1ccc(-c2csc(N3CCN(S(=O)(=O)c4ccc5c(c4)NC(=O)CO5)CC3)n2)cc1 | 8% | 4% | 1.2% | -4% | -5%
CCCc1cc(=O)[nH]c(SCC(=O)N2N=C(c3ccc(Cl)cc3)CC2c2ccco2)n1 (stereo not drawn) | 2% | -9% | 5.0% | 1% | 35%
CC(=O)NCCc1nc2cc(NC(=O)Nc3ccccc3)ccc2n1C | -9% | 22% | 0.2% | -7% | -1%
O=[N+]([O-])c1nn(-c2ccccc2)n(O)c1=NCc1ccc2c(c1)OCO2 | 10% | -1% | 3.7% | ? | 55%
CC(=O)Nc1ccc(NC(=O)C(C)OC(=O)CCCOc2ccc(Cl)c(C)c2)cc1 (stereo not drawn) | -6% | 0% | 3.8% | -7% | 6%
COc1cccc(NC(=O)COc2ccc3c(c2)CCC3)c1 | -3% | -11% | 0.7% | ? | ?

The last 5 compounds of the section before open the next one.
SMILES | PhoP GFP inhibition | H1N1 NS1A inhibition | inhibitors of VEEV | H37Rv inhibition | tuberculosis growth | others
CCCc1cc(=O)[nH]c(SCC(=O)N2N=C(c3ccc(Cl)cc3)CC2c2ccco2)n1 (stereo not drawn) | 2% | -9% | 5.0% | 1% | 35%
CC(=O)NCCc1nc2cc(NC(=O)Nc3ccccc3)ccc2n1C | -9% | 22% | 0.2% | -7% | -1%
O=[N+]([O-])c1nn(-c2ccccc2)n(O)c1=NCc1ccc2c(c1)OCO2 | 10% | -1% | 3.7% | ? | 55%
CC(=O)Nc1ccc(NC(=O)C(C)OC(=O)CCCOc2ccc(Cl)c(C)c2)cc1 (stereo not drawn) | -6% | 0% | 3.8% | -7% | 6%
COc1cccc(NC(=O)COc2ccc3c(c2)CCC3)c1 | -3% | -11% | 0.7% | ? | ?
CCOC(=O)C1=NN(C(C)=O)C2(CC(=O)N(c3cc(C)cc(C)c3)C2=O)C1 (stereo not drawn) | -4% | -4% | 0.4% | -2% | -11%
C=CCn1cc(/C=C2/NC(=O)NC2=O)c2ccccc21 | -16% | -3% | 1.4% | -8% | -9%
COC(=O)c1cc2oc3ccccc3c2n1CC(=O)Nc1ccccc1OC | 5% | -1% | i | -2% | -9%
Cc1oc(C(C)(C)C)cc1C(=O)N1CCCC1C(=O)O (stereo not drawn) | -16% | -7% | i | 3% | -4%
CC1(C)Cc2ccccc2C(=NC(Cc2ccccc2)C(=O)O)N1 (stereo not drawn) | -5% | 6% | 2.0% | -8% | 12%
COCCCn1c(C(=O)NCCC2=CCCCC2)cc2c(=O)n3ccccc3nc21 | 5% | -7% | 2.3% | 10% | 20%
Cc1cc(NC(=O)c2cnn3c(C(F)(F)F)cc(-c4ccccc4)nc23)no1 | 0% | 4% | 3.8% | -1% | 26%
CNC(=O)CSc1nnc(-c2cccc(S(=O)(=O)N3CCOCC3)c2)n1-c1ccc(F)cc1 | -2%&2% | 4% | 2.0% | -4% | -2%
CCC(=O)c1ccc(OCC(=O)OCC(=O)N2c3ccccc3CC2C)cc1 (stereo not drawn) | 9% | -3% | 1.6% | 19% | ?
CC(C)CC(=O)Nc1nc(=S)ss1 | 12% | -4% | 2.3% | 2% | ?
CCN(CCO)c1ccc(N=Nc2cc(C)[nH]n2)cc1 | 5% | 6% | 1.6% | -2% | -8%
CCN(CC)CCCN(C(=O)c1ccccc1C)c1nc(-c2ccc(OC)cc2)cs1 | 1% | 10% | i | 2% | 24%
Cc1ccc(SCC(=O)Nc2ccc(N3CCN(c4ccccc4)CC3)c(F)c2)cc1 | 0% | 1% | 0.9% | -1% | 10%
O=C(Nc1nc(=O)c2ccccc2s1)c1ccccc1 | -8% | 2% | 3.8% | 54% | 30%
NC(=O)C1(N2CCCC2)CCN(Cc2ccccc2)CC1 | . | 1% | 0.2% | . | .
Cc1ccc(NS(=O)(=O)c2cc(C(=O)NCCSc3ccc(C)cc3)ccc2C)cc1 | -15% | -12% | i | -2% | 21%
Cc1ccc(-n2c(C)cc(C=C3C(=O)CC(C)(C)CC3=O)c2C)cc1 | -7% | -4% | 0.5% | -1% | -9%
CC12Cc3cnoc3C=C1CCC1C2CCC2(C)C1CCC2(C)O (stereo not drawn) | . | 0% | 5.2% | . | .
CCOC(=O)N/N=C(\C)c1ccc(OC(F)F)cc1OC(F)F | 4% | 3% | 0.3% | 2% | 1%
O=c1[nH]c(=S)n(C2CC2)c(O)c1/C=N/Nc1ccccc1 | -4% | -5% | 1.3% | 14% | 19%
CC1CCN(Cc2nnnn2-c2ccc(Cl)cc2)CC1 | -8% | -2% | 0.5% | 3% | 33%
O=C(c1ccc(Br)o1)N1CCN(c2ccc(F)cc2)CC1 | 10% | -4% | 4.4% | 4% | .
CC(=O)Nc1cccc(NC(=O)C2C3C=CC(C3)C2C(=O)O)c1 (stereo not drawn) | -12% | -16% | 0.0% | 1% | -3%
CCc1cccc(NC(=O)Cn2c3[n+](c4ccc(C(F)(F)F)cc42)CCCCC3)c1 | 19% | 24% | 0.1% | 15% | 78%
CCOC(=O)N1CCN(CC(O)COCc2ccc(Cl)cc2)CC1 (stereo not drawn) | . | -9% | 0.4% | . | .

Three structures out of the list, ordered by molecular weight, rising.
SMILES | PhoP GFP inhibition | H1N1 NS1A inhibition | inhibitors of VEEV | H37Rv inhibition | tuberculosis growth | others
Cc1cnc(C(=O)OCC(=O)c2ccc(C)s2)cn1 | . | -2% | i | 1% | 14%
CC(Nc1cc(N2CCN(S(C)(=O)=O)CC2)ccc1[N+](=O)[O-])c1ccccc1 (stereo not drawn) | 0% | 4% | 8.9% | 1% | -4%
CNC(=O)CSc1nnc(-c2cccc(S(=O)(=O)N3CCOCC3)c2)n1-c1ccc(F)cc1 | -2%&2% | 4% | 2.0% | -4% | -2%

New compounds follow
SMILES | PhoP GFP inhibition | H1N1 NS1A inhibition | inhibitors of VEEV | H37Rv inhibition | tuberculosis growth | others
Cc1[nH]c2ccc(C(=O)NCCN3CCOCC3)cc2c1C | -11% | 12% | 4.3% | 0% | -6%
COc1ccc(C(=O)c2c(-c3ccc(OC)cc3)oc3ccccc23)cc1 | . | -29% | i | 9% | 23% | inhibitors of VEEV 10K pilot screen=0.3
O=C(CSc1nnc(-c2c[nH]c3ccccc23)o1)NCC1CCCO1 (stereo not drawn) | . | -11% | 2.5% | -5% | 78%
Cc1occc1-c1nnc(SCC(=O)NC(C)(C)C)n1C(C)c1ccccc1 (stereo not drawn) | 13% | 15% | 2.7% | -4% | -2%
CN(C1CCCCC1)S(=O)(=O)c1cc2c3c(c1)CCN3C(=O)CC2 | 8% | -2% | 0.4% | -7% | -10%
Cc1cc(C)n(CCNCc2c(C(=O)N3C[C@@H](C)O[C@@H](C)C3)nc3ccc(Cl)cn23)n1 | 3% | -4% | i | 4% | 11% | inhibitors of VEEV 10K pilot screen=1.2
O=C(NCc1cccc(Cl)c1)C1CCC(=O)N(CCCN2CCOCC2)C1 (stereo not drawn) | . | -14% | i | . | .
Cc1ccc(C(C)(C)C)cc1S(=O)(=O)N1CCC(C(=O)N2CCN(c3ccc(O)cc3)CC2)CC1 | . | 18% | 4.0% | -8% | 50%
CC(C)=C1SC(N2CCN(c3ccc(Cl)cc3)CC2)=NC1=O | 0% | 4% | 0.5% | 51% | 27% | inhibitors of VEEV 10K pilot screen=2.9
Cc1ccc(-n2c(CNc3ccc(F)cc3)nnc2SCC(=O)O)cc1 | 3% | . | 2.8% | -3% | -5%
CCCNC(=O)c1[nH]c(C)c(C(=O)OCC)c1C | -1% | . | . | 3% | 16%
O=C(O)c1ccc2c(c1)C(=O)N(CCC1=CCCCC1)C2=O | 7% | 0% | 0.9% | -1% | 10%
C[C@]12CCC3C(C(=O)C[C@H]4C[C@@H](O)CC[C@]34C)C1CCC2=O (stereo partly drawn) | . | -1% | 1.6% | 1% | 1%
CNC(=S)N/N=C/c1c(C)nn(-c2cccc(Cl)c2)c1Cl | -3% | -5% | i | 3% | -9%
O=C(N/N=C\c1cccc(F)c1)c1ccc(-c2ccccc2)cc1 | -2% | 7% | 0.2% | 4% | 17%
CCCC(C(=O)O)N1C(=O)/C(=C2\C(=O)N(C)c3ccccc32)SC1=S (stereo not drawn) | 8% | 8% | 1.3% | -2% | -12%
COc1cccc(CN2C(=O)C(C)N(C(=O)c3c(F)cccc3F)c3ccccc32)c1 (stereo not drawn) | -11% | 1% | 10% | 2% | 19%
COc1ccc(Cl)cc1Nc1nc(-c2cccnc2)cs1 | -7% | -6% | 6.0% | -4% | 29%
CCN(CC)CCNC(=O)c1ccc(N)cc1 | 1% | 6% | 1.4% | 17% | 1%
O=Cc1ccc(Cl)c(Cl)c1 | . | -13% | 1.9% | -4% | -3%
CCOC(=O)C1CCN(CC(O)COc2ccc(S(=O)(=O)N3CCCC3)cc2[N+](=O)[O-])CC1 (stereo not drawn) | . | 4% | i | . | .
COc1ccc(NC(=O)c2ccccc2F)cc1Cl | -8% | 0% | 0.6% | -7% | 8%
NC(=O)c1cc([N+](=O)[O-])ccc1NCc1ccccn1 | -16% | 3% | i | 3% | 59%
OCCCNc1ncnc2scc(-c3ccc(Cl)cc3)c12 | 1% | 4% | 6.2% | 0% | 3%
O=C(COC(=O)CNC(=O)c1ccc(Br)cc1)Nc1nnc(-c2ccccc2)o1 | 10% | -11% | 1.8% | 2% | 10%

(listing goes on)
SMILES | PhoP GFP inhibition | H1N1 NS1A inhibition | inhibitors of VEEV | H37Rv inhibition | tuberculosis growth | others
O=C(CSc1ccsc1[N+](=O)[O-])N1CCN(c2ccccn2)CC1 | 3% | 14% | 0.5% | 15% | 78%
Cc1ccc(OCCC(=O)OCC(=O)c2c(N)n(CC(C)C)c(=O)n(C)c2=O)cc1 | . | -12% | 7.5% | 5% | 55%
CC1CCCCC1NC(=O)NC(=O)COC(=O)c1ccc(OC(F)F)cc1 (stereo not drawn) | . | 9% | i | . | .
COc1ccc2[nH]c(C)c(CCN3C(=O)C4CC=CCC4C3=O)c2c1 (stereo not drawn) | 15% | 11% | 2.6% | 7% | 31%
COc1cc(/C=C2\CCc3c2nc2ccccc2c3C(=O)O)cc(OC)c1OC | 12% | 8% | 3.8% | 2% | 8%
CSc1nsc(SC)c1C(=O)NC(=O)Nc1cccnc1 | 5% | -3% | 8.4% | -4% | 22%
